Source: PubChem BioAssay (National Center for Advancing Translational Sciences (NCATS))
USP1-UAF1 inh: USP1/UAF1 (human) deubiquitinase inhibition. AID 743255. actives 0.23% (n = 390,000). O94782. Potency, µM (series often up to 57.1 µM), for inactives: top-dose activity change, negative = inhibition, hits mostly inhibitors. recombinant USP1/UAF1, Ub-Rhodamine cleavage fluorescence; further: potency means the concentration at half of the fitted maximal effect; on the % scale 0 is the no-effect control and ±100 the full control effect; nearly all actives have a fitted effect of over 60% in size; inactives centre near -12
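In this screen, compounds sit with the deubiquitinase complex (1nM) for 15 min at room temperature before Ub-Rho is added at 150nM final. Fluorescence rise is then followed for 6 reads every 60 seconds.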
RGS4 inh: human RGS4 inhibition | P49798 | Transcreener GDP fluorescence polarization, RGS4-accelerated GTP hydrolysis | Potency, µM (doses to about 114 µM), without a hit: at the top dose activity change, negative = inhibition, most hits filed as inhibitors | actives 0.039% (n = 390,000) | AID 504845; further: potency means the concentration at half of the fitted maximal effect; on the % scale 0 is the no-effect control and ±100 the full control effect; nearly all actives have a fitted effect of over 75% in size; some results filed as inactive show a strong effect at the top dose
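MLSMR compounds (23 nl, pin-transferred) preincubated 10 min at room temperature with a 500nM (2x) first reagent, then RGS4 at 900nM (2x) plus Transcreener GDP mix added; fluorescence polarization (620/688 nm) read before and after 90 min at 30 °C.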
IDH1 R132H inh: blocks human mutant IDH1 R132H enzyme | O75874 | IDH1-R132H enzyme, NADPH consumption, diaphorase/resazurin fluorescence | Potency, µM (titrated, usually from 76.6 µM), for the others: at the top dose activity change, negative = inhibition, usual class: inhibitors | actives 0.093% (n = 390,000) | AID 602179; further: potency means the concentration at half of the fitted maximal effect; on the % scale 0 is the no-effect control and ±100 the full control effect; nearly all actives have a fitted effect of over 65% in size
Target sequence (O75874 whole entry R132H, stated change not applied): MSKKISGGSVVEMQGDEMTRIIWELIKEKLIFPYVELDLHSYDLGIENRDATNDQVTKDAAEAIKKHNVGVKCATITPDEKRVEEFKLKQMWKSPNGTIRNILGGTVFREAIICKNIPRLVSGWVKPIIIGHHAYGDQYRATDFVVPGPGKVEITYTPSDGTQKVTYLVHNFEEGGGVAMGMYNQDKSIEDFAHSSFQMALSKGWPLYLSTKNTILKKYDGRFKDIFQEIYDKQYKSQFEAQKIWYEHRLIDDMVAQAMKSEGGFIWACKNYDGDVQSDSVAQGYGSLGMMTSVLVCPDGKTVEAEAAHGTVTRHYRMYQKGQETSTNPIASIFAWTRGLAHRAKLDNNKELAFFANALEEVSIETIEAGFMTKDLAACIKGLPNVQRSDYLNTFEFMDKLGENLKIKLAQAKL
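IDH1-R132H (0.5 ug/mL) preincubated 30 min with compound, then NADPH (0.016 mM) and alpha-KG (2 mM) added; 80 min at RT, pH 7.5. Remaining NADPH coupled via diaphorase/resazurin to fluorescence (540/590 nm); concentration-response curves normalized to no-enzyme control.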
TrxR1 substrate: is turned over as a substrate by rat TrxR1 | O89049 | purified TrxR1 substrate turnover, NADPH consumption readout | Potency, µM (doses to about 114 µM), for inactives: at the highest dose activity change, negative = substrate turnover | actives 0.01% (n = 390,000) | AID 588456; further: potency means the concentration at half of the fitted maximal effect; on the % scale 0 is the no-effect control and ±100 the full control effect; nearly all actives have a fitted effect of over 50% in size
Target sequence (O89049 whole entry, looked up): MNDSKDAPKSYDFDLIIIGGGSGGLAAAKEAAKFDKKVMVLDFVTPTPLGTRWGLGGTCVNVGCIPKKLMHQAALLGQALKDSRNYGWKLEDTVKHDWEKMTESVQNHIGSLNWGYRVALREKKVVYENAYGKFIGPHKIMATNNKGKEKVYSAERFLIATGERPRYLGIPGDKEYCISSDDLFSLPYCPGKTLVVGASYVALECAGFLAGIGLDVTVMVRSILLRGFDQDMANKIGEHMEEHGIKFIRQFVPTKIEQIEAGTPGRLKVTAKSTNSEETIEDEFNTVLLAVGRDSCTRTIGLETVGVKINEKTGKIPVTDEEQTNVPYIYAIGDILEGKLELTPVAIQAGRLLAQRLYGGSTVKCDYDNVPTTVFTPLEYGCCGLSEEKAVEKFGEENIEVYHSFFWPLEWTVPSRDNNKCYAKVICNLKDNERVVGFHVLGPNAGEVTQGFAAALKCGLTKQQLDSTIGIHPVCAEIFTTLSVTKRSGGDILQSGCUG
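Rat TrxR1, dispensed at 90 nM, was prereduced with 400 uM NADPH (final) for 5 min at ~22 deg C, then incubated with compound 15 min before 400 uM selenite. A first-read NADPH fluorescence drop versus no-compound background flagged substrates.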
Glioma ERSR ind: ER stress response induction in glioma; U87-MG GRP78 promoter luciferase reporter, 16 h; actives 0.02% (n = 420,000); Potency, µM, for the others: top-dose activation, hits mostly activators; further: potency means the concentration at half of the fitted maximal effect; series mostly up to about 76 µM; % of control where 0% means no effect; nearly all actives have a fitted effect of over 35% in size
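Stably transfected U87-MG human glioma cells carrying a GRP78-based luminescent sensor were seeded at 1000 cells/well, pin-dosed with compounds and incubated 16 h. Luciferase reagent was then added, and end-point luminescence was read after 10 min at room temperature.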
Vif-APOBEC3F blk: blocks the Vif interaction with APOBEC3F; AID 602313; HeLa A3F-eYFP + Vif (tagged APOBEC3F with the HIV-1 protein that degrades it), YFP fluorescence increase; actives 0.2% (n = 390,000); Potency, µM (doses to about 46.1 µM), inactives show at the top dose activity, negative = active; further: potency means the concentration at half of the fitted maximal effect; % of control where 0% means no effect; nearly all actives have a fitted effect of over 65% in size
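HeLa cells stably expressing Vif plus C-terminally eYFP-tagged A3F were seeded, incubated overnight at 37 deg C, dosed with compound, incubated overnight again at 37 deg C. Yellow fluorescence (Ex 488/Em 500-530) reported blocked Vif-mediated A3F-eYFP degradation.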
TrxR1 inh: rat TrxR1 inhibition. O89049. recombinant rTrxR1, NADPH fluorescence consumption, selenite substrate. Potency, µM (series often up to 114 µM), for inactives: at the highest dose activity change, negative = inhibition, usual class: inhibitors. actives 1% (n = 390,000); further: potency means the concentration at half of the fitted maximal effect; on the % scale 0 is the no-effect control and ±100 the full control effect; nearly all actives have a fitted effect of over 65% in size
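Rat TrxR1 (90 nM in the dispensed reagent) was pre-reduced with 400 uM NADPH for 5 min at room temperature, then incubated with compound for 15 min. After 400 uM selenite was added, NADPH fluorescence (Ex 340/Em 450 nm) was followed for 8 min.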
Vif-A3G inh: Vif-A3G binding inhibition. HeLa A3G-eYFP + Vif (tagged APOBEC3G with the HIV-1 protein that degrades it), YFP fluorescence, overnight. Potency, µM (titrated, usually from 46.1 µM), for the others: at the highest dose activity, negative = active, hits mostly inhibitors. actives 0.076% (n = 410,000). Q9HC16. AID 602310;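 further: potency means the concentration at half of the fitted maximal effect; on the % scale 0 is the no-effect control and ±100 the full control effect; nearly all actives have a fitted effect of over 60% in size; hits raise eYFP signal because A3G escapes Vif-driven loss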
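HeLa cells stably expressing Vif and C-terminally eYFP-tagged A3G, seeded overnight at 37 deg C, then exposed to compound by pintool overnight at 37 deg C. Rise in yellow fluorescence (Ex 488/Em 500-530, Acumen) marks blocked Vif-driven A3G degradation.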
LDHA block: blocks human lactate dehydrogenase A | P00338 | purified LDHA, NADH/diaphorase-resazurin fluorescence; stronger effect = lower value | activity change, % (values are at about 110 or 230 µM) | actives 0.15% (n = 480,000) | AID 1347041; in the data active means activity change below about -30%; inconclusive means mostly about -25% to -30%;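 further: plate controls were DMSO wells for no effect and wells without enzyme for full effect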
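Human LDH5 at 2 nM final in Tris HCl pH 7.4 with 0.06 mM NADH and 0.2 mM pyruvate, reacted 5 minutes at room temperature. Remaining NADH coupled via diaphorase/resazurin; resorufin fluorescence read at 0 and 20 minutes, normalized to enzyme-free and DMSO wells.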
Numbers without * were called inactive; ? = inconclusive; / = not tested or not shown; & = joins results of further samples; [ ] = remark or other dose. Unless noted, the call rests on the fitted dose curve; in most records, active means well fitted curve in the direction sought with a large enough effect; inconclusive means small, poorly fitted or top-dose-only effect, or another doubt; inactive means no such curve, though single readings can be large; an effect the other way counts as inactive or inconclusive.

SMILES | USP1-UAF1 inh | RGS4 inh | IDH1 R132H inh | TrxR1 substrate | Glioma ERSR ind | Vif-APOBEC3F blk | TrxR1 inh | Vif-A3G inh | LDHA block
Cc1ccc(NC(=O)N2CCc3cc(S(=O)(=O)N4CCC(C)CC4)ccc32)cc1F | -20% | 23% | / | 0% | / | / | 16% | / | 1&-9
NC(=O)c1ccc(NS(=O)(=O)c2ccc(S(=O)(=O)N3CCCC3)cc2)cc1 | -21% | / | -9% | / | -2% | -7% | / | 1% | 1
COc1ccc(C=O)cc1CN1CCCN(Cc2ccccc2F)S1(=O)=O | -9% | -6% | 17% | -5% | -7% | ? | -8% | 1% | -1
C/C=C/c1ccc(OCC(=O)Nc2cc(OC)c(OC)c(OC)c2)c(OC)c1 | -10% | -26% | 2% | -15%[57.1 µM] | -1% | ? | 11%[57.1 µM] | -8% | 2
NS(=O)(=O)c1ccc(CCNC(=O)CN2CCN(Cc3cccc(C(F)(F)F)c3)CC2)cc1 | -21% | -24% | 3% | -1% | -3% | 2% | 12% | 4% | 0
CCSc1nc2sc3c(c2c(=O)n1-c1ccc(C)cc1)CCCC3 | -21% | 7% | -19% | -5% | -3% | -1% | 3% | 12% | -8
CC(C)OCCCNC(=O)CCCN1C(=O)CCn2nc(-c3cccn3C)cc21 | 13% | 15% | 7% | -1%[57.1 µM] | 4% | 4% | 17%[57.1 µM] | 2% | -2
CN(C(=O)c1cccc(NC(=O)Cc2cccc(NC(=O)C3CCN(C(=O)C4CCC4)CC3)c2)c1)C1CCC1 | -7% | 15% | -16% | 2% | -1% | 6% | 20% | 0% | -3
CC(C)(C)C(=O)Nc1ccccc1C(=O)OCc1cc(=O)n2ccsc2n1 | -9% | -31% | 10% | -2%[57.1 µM] | -4% | 2% | 6%[57.1 µM] | -1% | 0
O=C(N/N=C/c1ccc(N2CCOCC2)o1)c1cccc(F)c1 | -20% | ? | -3% | -1% | 5% | / | 11µM* | 0% | 5
Cc1ccc(N2C(=O)N(CC(=O)N3c4ccccc4CC3C)C(=O)C2C)cc1 (stereo not given) | -17% | -53% | 7% | -15% | -2% | 4% | -16% | 0% | 4
COC(=O)c1sccc1S(=O)(=O)N(CC(=O)NCc1ccc(F)cc1)c1ccccc1 | -23% | -25% | 0% | -7%[57.1 µM] | -2% | 0% | -5%[57.1 µM] | 0% | -4
Cc1ccc(OCCSc2nc3ccccc3n2CC(=O)O)c(C(C)C)c1 | -12% | -6%[56.9 µM] | -10% | 0% | 0% | 2% | 24% | 0% | -3
Cc1ccc(NC(=O)CSc2nc3c(c(=O)[nH]2)CN(Cc2ccc(F)cc2)CC3)cc1C | -15% | -44% | 4% | -5% | -6% | 1% | -7% | -4% | 0
COc1ccc(C(=O)OCc2c(C)noc2C)cc1 | -11% | -22% | 2% | 9% | 0% | 8% | 15% | -3% | -5
O=C(Cn1c(NCCO)nc2ccccc21)c1ccc(Cl)cc1 | -3% | 19%[11.4 µM] | -3% | 6%[57.1 µM] | -1% | 0% | 8% | 1% | -3
CS(=O)(=O)N1CCCC(C(=O)NCc2ccccc2Cl)C1 (stereo not given) | 5% | 2% | -1% | 14% | -4% | 0% | 32% | -7% | -3
Cc1cc(=O)n2nc(N3CCCC(C(=O)NCc4cccc(Br)c4)C3)sc2n1 (stereo not given) | -23% | 0% | 13% | 6% | 0% | -12% | 12% | 0% | -1
NS(=O)(=O)c1cccc(NC(=O)c2cncc(Br)c2)c1 | -20% | 15% | -4% | -3% | 8% | -9% | 1% | 0% | -4
COc1ccc(-n2c(=O)c3c4c(sc3n(Cc3ccccc3Cl)c2=O)CCC4)c(OC)c1 | -11% | -2% | -16% | 3%[2.29 µM] | -2% | -8% | 21% | -3% | -8
O=C1CN(C(=O)COC(=O)c2oc3ccccc3c2COc2ccccc2)c2ccccc2N1 | -3% | -7% | 2% | 4%[57.1 µM] | -1% | -5% | 14%[57.1 µM] | -1% | -15
CCCCNC(=O)CNC(=S)N(Cc1ccccc1)Cc1cccnc1 | -8% | -2% | 0% | 8%[57.1 µM] | -3% | 16% | 7%[57.1 µM] | 0% | -4
Cc1ccc(C(=O)CSc2nnc(CNc3ccc(C)cc3C)o2)cc1 | -17% | -25% | 5% | 5%[57.1 µM] | -2% | 12% | -1%[57.1 µM] | -1% | -8
CS(=O)(=O)N1CCC(C(=O)NCc2ccncc2)CC1 | -8% | 19% | 3% | -13% | -6% | -3% | -13% | 0% | 1
COC(=O)C1C(c2ccccc2)C(C(=O)OCc2ccco2)C1c1ccccc1 (stereo not given) | -8% | 3% | 0% | -8% | -2% | -3% | -6% | 1% | -2

Nothing new here: 5 of the compounds above.
SMILES | USP1-UAF1 inh | RGS4 inh | IDH1 R132H inh | TrxR1 substrate | Glioma ERSR ind | Vif-APOBEC3F blk | TrxR1 inh | Vif-A3G inh | LDHA block
O=C1CN(C(=O)COC(=O)c2oc3ccccc3c2COc2ccccc2)c2ccccc2N1 | -3% | -7% | 2% | 4%[57.1 µM] | -1% | -5% | 14%[57.1 µM] | -1% | -15
CCCCNC(=O)CNC(=S)N(Cc1ccccc1)Cc1cccnc1 | -8% | -2% | 0% | 8%[57.1 µM] | -3% | 16% | 7%[57.1 µM] | 0% | -4
Cc1ccc(C(=O)CSc2nnc(CNc3ccc(C)cc3C)o2)cc1 | -17% | -25% | 5% | 5%[57.1 µM] | -2% | 12% | -1%[57.1 µM] | -1% | -8
CS(=O)(=O)N1CCC(C(=O)NCc2ccncc2)CC1 | -8% | 19% | 3% | -13% | -6% | -3% | -13% | 0% | 1
COC(=O)C1C(c2ccccc2)C(C(=O)OCc2ccco2)C1c1ccccc1 (stereo not given) | -8% | 3% | 0% | -8% | -2% | -3% | -6% | 1% | -2

Later entries
SMILES | USP1-UAF1 inh | RGS4 inh | IDH1 R132H inh | TrxR1 substrate | Glioma ERSR ind | Vif-APOBEC3F blk | TrxR1 inh | Vif-A3G inh | LDHA block
COc1ccc2c(c1)c1nc3ccccc3nc1n2Cc1ccc(OC)c(OC)c1 | -29% | ? | 2% | -3% | -2% | 25µM* | -14% | ? | -7
O=C(CNC(=O)c1cccs1)OCC(=O)c1ccccc1 | 2% | 9% | -1% | -5%[57.1 µM] | 1% | -7% | -2% | 4% | -11
C=CCN1C(=O)/C(=C/N(C)C)S/C1=N\S(=O)(=O)c1cccs1 | -21% | / | -1% | / | -2% | 1% | / | -1% | -4
COC(=O)c1ccc(C2C(Oc3ccccc3)C(=O)N2CCc2ccc(F)cc2)cc1 (stereo not given) | -4% | -3% | 3% | 2% | -2% | -2% | 15% | -4% | 1
Cc1ccccc1OCC(=O)Nc1sc(C(=O)Nc2cccc(C)c2C)c(C)c1C#N | -14% | 2% | 1% | 4% | -6% | -8% | 21% | 0% | -15
COc1ccc(OCc2cc(C(=O)NCC(C)Oc3cccnc3)no2)c(Cl)c1 (stereo not given) | -26% | 17% | 0% | 0% | 6% | -2% | 4% | 2% | -4
CCOC(=O)CCCCC(=O)c1[nH]c(=O)[nH]c1CSc1nc(C)cc(=O)[nH]1 | -2% | 0% | 2% | 11% | -3% | -1% | 3.2µM* | 0% | -2
CCOc1ccc2c(C)cc(=O)oc2c1OCC | 1% | 38% | 3% | 11% | -1% | / | -16% | 1% | -4
Cc1ccc(C)c(NS(=O)(=O)c2cc(C(=O)NCc3ccccn3)ccc2C)c1 | -13% | 11% | 8% | -6% | -4% | -10% | 0% | -3% | 1
COc1ccc(OC)c(NC(=O)c2c(NCc3ccc(C)o3)sc3c2CCC(C)C3)c1 (stereo not given) | -9% | ? | 4% | 0%[57.1 µM] | 1% | -3% | 4%[57.1 µM] | 3% | 1
COc1ccc(C(=S)NC2CCCCC2)cc1 | -2% | ? | 3% | -12% | 11% | -6% | -22% | -3% | -6
CCOc1ccc(Cn2nnc(C(=O)NCc3ccc(OC)cc3)c2N)cc1 | -22% | -7% | -1% | 5% | -8% | 0% | 34% | 0% | -4
CCC(C)NC(=O)CSc1nc2c(sc3ccccc32)c(=O)n1Cc1ccccc1Cl (stereo not given) | -1% | 18% | -11% | 4%[57.1 µM] | -3% | 5% | 16%[57.1 µM] | 0% | -3
COc1cc(C=O)ccc1OCC(=O)Nc1ccc2c(c1)OCO2 | -2% | 22% | 0% | -10% | 0% | 0% | -3% | 1% | -14

Not all compounds are listed; count on the stated rates, not on these rows.
